PI5P4K alpha inh – qHTS for Inhibitors of phosphatidylinositol 5-phosphate 4-kinase (PI5P4K); Phosphatidylinositol 5-phosphate 4-kinase type-2 alpha (Homo sapiens), P48426; PI5P4Kalpha enzyme, ADP-Glo luminescence, 60 min; hits give low values; max response, %; 330,000 tested, 1.2% active; AID 652105, 2013; active means max response of -50% or lower; inconclusive means between -30% and -50%; inactive means -30% or higher; further: value at the top dose of about 77 µM; on the % scale 0 is the no-effect control and ±100 the full control effect
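Enzyme plus substrate dispensed, test compounds pinned in, then ATP (5 microM final) added. After 60 min at RT, ADP-Glo reagent 1 for 45 min and reagent 2 for 30 min preceded luminescence imaging.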
GLP1R inv ag – qHTS of GLP-1 Receptor Inverse Agonists (Inhibition Mode); Glucagon-like peptide 1 receptor (Homo sapiens), P43220; HEK293 GLP-1R CRE-luciferase, luminescence, 24 h; GLP-1R form is constitutively active; Potency, µM (series often up to 38.3 µM), for inactives: at the top dose activity change, negative = inhibition, most hits filed as inhibitors; 410,000 tested, 1.6% active; further: potency means the concentration at half of the fitted maximal effect; on the % scale 0 is the no-effect control and ±100 the full control effect; nearly all actives have a fitted effect of over 55% in size
Target sequence (P43220 whole entry, looked up): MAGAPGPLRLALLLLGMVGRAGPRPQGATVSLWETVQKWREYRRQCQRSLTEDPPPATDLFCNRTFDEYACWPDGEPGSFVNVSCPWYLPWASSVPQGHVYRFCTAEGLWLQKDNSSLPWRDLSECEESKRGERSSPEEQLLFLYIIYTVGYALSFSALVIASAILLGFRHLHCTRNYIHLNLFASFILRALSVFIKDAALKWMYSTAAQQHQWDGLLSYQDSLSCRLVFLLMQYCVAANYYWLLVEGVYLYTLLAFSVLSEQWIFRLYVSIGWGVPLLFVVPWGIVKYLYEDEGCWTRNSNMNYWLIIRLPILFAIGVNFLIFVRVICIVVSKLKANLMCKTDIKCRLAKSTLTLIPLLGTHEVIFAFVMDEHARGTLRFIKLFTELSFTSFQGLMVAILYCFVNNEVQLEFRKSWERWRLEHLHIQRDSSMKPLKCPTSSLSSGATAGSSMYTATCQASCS
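Readout was luciferase luminescence, measured 12 min after detection reagent at room temperature. Beforehand, GLP-1R reporter HEK293 cells had sat 12 h, then received compounds for 24 hr at 37 deg C.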
GLP1R ag – qHTS of GLP-1 Receptor Agonists. Glucagon-like peptide 1 receptor (Homo sapiens), P43220. HEK293 GLP-1R CRE-luciferase, luminescence, 4-6 h; cells express a hypersensitive GLP-1R form. Potency, µM (doses to about 45.6 µM), for inactives: at the highest dose activation, hits mostly activators. 380,000 tested, 0.007% active; further: potency means the concentration at half of the fitted maximal effect; % of control where 0% means no effect
GLP1R cytotox – qHTS of GLP-1 Receptor Inverse Agonists: Cytotox Screen; HEK293 cAMP-luciferase reporter cells, luminescence, 24 h; Potency, µM (highest dose often 38.3 µM), for the others: top-dose activity change, negative = inhibition, actives largely listed as inhibitors; 410,000 tested, 0.13% active; AID 624418, 2012;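 further: loss of luciferase light is scored as toxicity; potency means the concentration at half of the fitted maximal effect; on the % scale 0 is the no-effect control and ±100 the full control effect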
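MLSMR compounds, 24 hr on cells at 37 deg C/5% CO2; luminescence after luciferase reagent (12 min RT). Inhibition counted as the undesired cytotoxic outcome.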
IL2 activator – qHTS of IL-2 Activators. IL-2 activation reporter assay, cell-based qHTS; stimulated with anti-CD3/CD4/CD28 beads; in transgenic mouse T cells. activation, % (series mostly up to about 46 µM). 360,000 tested, 0.065% active. AID 652025, 2013; in the data active means activation above about 50%; inconclusive means mostly about 30% to 49%; further: 0% is about no effect
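Quantitative HTS in unstimulated transgenic mouse T cells, with memory T cells as non-tolerant control and PMA/ionomycin as tolerance-bypass control. Compound pretreatment lasted 60 minutes before 18 h bead stimulation; EGFP/DsRed fluorescence read.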
EPAC1 ag – qHTS for Agonist of cAMP-regulated guanine nucleotide exchange factor 3 (EPAC1): primary screen; EPAC1 agonist qHTS, biochemical assay; response scale: 100% = response to 6.5 mM cAMP; 360,000 tested, 0.073% active; Potency, µM (series often up to 154 µM), inactives show top-dose activation, most hits filed as activators; Rap guanine nucleotide exchange factor 3 (Homo sapiens), O95398; further: potency means the concentration at half of the fitted maximal effect; nearly all actives have a fitted effect of over 60% in size
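Normalized to 6.5 mM cAMP, activity reflects EPAC1-catalysed release of BODIPY-GDP from Rap1B, followed kinetically over 30 min at 480 nm excitation, 540 nm emission. Reaction contained 100 nM EPAC1, 250 nM Rap1B-BODIPY-GDP, 50 uM GDP.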
PLK1 PBD inh – qHTS for Inhibitors of PLK1-PDB (polo-like kinase 1 - polo-box domain): Primary Screen; Plk1 PBD binding of FITC phosphopeptide, fluorescence polarization; Potency, µM, inactives show max response, negative = inhibition, hits mostly inhibitors; AID 720504, 2013; 360,000 tested, 2.8% active; Serine/threonine-protein kinase PLK1 (Homo sapiens), P53350; further: potency means the concentration at half of the fitted maximal effect; series mostly up to about 57 µM; on the % scale 0 is the no-effect control and ±100 the full control effect; nearly all actives have a fitted effect of over 65% in size
Target sequence (P53350 whole entry, looked up, the tested form may be a part): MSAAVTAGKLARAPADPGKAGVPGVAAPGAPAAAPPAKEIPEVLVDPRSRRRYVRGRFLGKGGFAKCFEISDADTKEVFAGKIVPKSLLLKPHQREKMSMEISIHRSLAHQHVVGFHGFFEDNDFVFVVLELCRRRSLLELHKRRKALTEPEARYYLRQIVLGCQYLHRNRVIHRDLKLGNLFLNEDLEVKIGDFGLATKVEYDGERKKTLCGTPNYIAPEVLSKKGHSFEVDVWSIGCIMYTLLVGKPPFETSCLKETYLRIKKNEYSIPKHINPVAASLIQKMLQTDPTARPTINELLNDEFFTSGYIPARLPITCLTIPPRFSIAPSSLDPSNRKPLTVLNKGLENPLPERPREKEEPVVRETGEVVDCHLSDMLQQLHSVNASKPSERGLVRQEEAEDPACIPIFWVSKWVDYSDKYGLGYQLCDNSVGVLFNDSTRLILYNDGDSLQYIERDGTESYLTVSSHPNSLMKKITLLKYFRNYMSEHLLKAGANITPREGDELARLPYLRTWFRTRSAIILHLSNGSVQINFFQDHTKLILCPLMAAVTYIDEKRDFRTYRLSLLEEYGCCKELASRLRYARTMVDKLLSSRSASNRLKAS
PTHR1 ag – qHTS for PTHR1 Agonists: Primary Screen; Parathyroid hormone/parathyroid hormone-related peptide receptor (Homo sapiens), Q03431; HEK293 GP2 PTHR1 cells, GloSensor cAMP luminescence, 1 h; Potency, µM (highest dose often 115 µM), inactives show at the highest dose activation, usual class: activators; 410,000 tested, 0.075% active; further: potency means the concentration at half of the fitted maximal effect; nearly all actives have a fitted effect of over 55% in size; some results filed as inactive show a strong effect at the top dose; inactives centre near -15; many of its hits are not listed in these tables
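HEK-293-derived GP2 cells expressing PTHR1 and a GloSensor cAMP reporter, 3,000/well, plated overnight, given luciferin plus IBMX (each 0.5 mM as added) for 1 h at 37 °C, then compound for 1 h at 37 °C. Luminescence was read after 15 min at room temperature.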
EPAC1 antagonist – qHTS for Antagonist of cAMP-regulated guanine nucleotide exchange factor 3 (EPAC1): primary screen; Rap guanine nucleotide exchange factor 3 (Homo sapiens), O95398; EPAC1 GEF assay, Rap1b-BODIPY-GDP exchange fluorescence; Potency, µM (series often up to 115 µM), for the others: at the top dose activity change, negative = inhibition, hits mostly inhibitors; 360,000 tested, 0.14% active; AID 720709, 2013;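 further: potency means the concentration at half of the fitted maximal effect; plate controls were vehicle for no effect and positive control for full effect; nearly all actives have a fitted effect of over 50% in size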
Numbers without * were called inactive; i = inactive; ? = inconclusive; / = no result given; & = joins results of further samples; [ ] = remark or other dose. Unless noted, the call rests on the fitted dose curve; in most records, active means well fitted curve in the direction sought with a large enough effect; inconclusive means small, poorly fitted or top-dose-only effect, or another doubt; inactive means no such curve, though single readings can be large; an effect the other way counts as inactive or inconclusive.

SMILES	PI5P4K alpha inh	GLP1R inv ag	GLP1R ag	GLP1R cytotox	IL2 activator	EPAC1 ag	PLK1 PBD inh	PTHR1 ag	EPAC1 antagonist
Cc1ccc(S(=O)(=O)N2CCC3CC2c2cc(Cl)ccc23)cc1 (configuration not stated)	-4	11%	12%	3%	0.3	2%	-1%	i	1%
COc1ccc(N(CC(=O)N2CCN(c3ccccc3F)CC2)S(=O)(=O)c2ccc(C)cc2)cc1	-2	16%	-2%	2%	2.2	7%	0%	-36%[inhibitor]	-16%
Cc1nc2ncnn2c(C)c1CCC(=O)NCCCN1CCN(c2cccc(Cl)c2)CC1	-1	-24%	-2%	-12%	-0.2	-22%	-7%	i	-7%
CCCC(=O)Nc1nc(-c2ccccc2)ns1	-1	-24%	-11%	-34%	-0.4	-2%	0%	-40%[inhibitor]	-4%
CCOc1ccc(N(CC(=O)N/N=C/c2ccccn2)S(=O)(=O)c2ccc(Cl)cc2)cc1	4	?	3%	?	-2.8	10%	-2%	i	-1%
O=C(OCC1CCNCC1)c1ccc(F)cc1	1	-6%	15%	4%	0.3	-16%	-1%	i	-13%
Cc1cccc(N2CCN(Cc3ccoc3)CC2)c1C	/	-2%	16%	3%	-2.2	8%	4%	-18%[57.5 µM]	-4%
Nc1nc2ccccc2n1C(=O)c1cccs1	2	8%[7.66 µM]	0%	0%[7.66 µM]	-0.3	-8%	7%	-19%	1%
O=c1cc(CN2CCN(S(=O)(=O)c3ccccc3)CC2)nc2sccn12	-1	11%	-1%	-6%	-1.7	2%	0%	-2%	-22%
FC(F)(F)c1cc(-c2ccccc2)nc2ncnn12	/	7%	-1%	23%	-2.5	11%	-9%	-6%[57.5 µM]	-6%
Cc1cc(C)nc(SCc2cn3c(C)cc(C)nc3n2)n1	-6	44%[activator]	14%	0%	-0.1	4%	-8%	i	-3%
FC(F)Oc1ccccc1NC(=S)Nc1cccc(Cl)c1Cl	1	-1%	-2%	-11%	-1.7	-1%	-23%	i	-1%
COc1ccc(/C=N/Nc2cc(C)nc(N3CCOCC3)n2)c(OC)c1	-1	14%	-3%	0%	-1.4	-7%	-5%	-4%	25%
CCc1cccc(CC)c1N(COC)C(=O)Cn1c(C(C)O)nc2ccccc21 (configuration not stated)	/	-21%	6%	3%	-2.9	-2%	1%	i	14%
Cc1cc(C2=NNC(=Nc3ccccc3)SC2)c(C)n1C	?	2%	-4%	-28%	0.4	-14%	-5%	-4%	3%
O=C(C1=C[C@@H](c2ccccc2)C[C@@H](OCCCCO)O1)N1CCN(Cc2ccc3c(c2)OCO3)CC1	7	-12%	-5%	12%	0.5	5%	-5%	-16%	6%
O=C(NCc1cccs1)C1CCN(S(=O)(=O)c2cccs2)CC1	/	0%	4%	5%	-1.7	3%	3%	-59%[inhibitor]	5%
CC(C(=O)c1ccccc1)[n+]1cccc(Br)c1 (configuration not stated)	-6	8%	0%	17%	-1.2	-10%	4%	i	8%
Cc1nn(C(C)C(=O)NC(C)CCc2ccccc2)c(=O)c2cc3occc3n12 (configuration not stated)	-1	-3%	-3%	-5%	-2.9	-10%	-3%	i	9%
CCOC(=O)N1CCN(S(=O)(=O)N2CCCC(C(=O)NCc3cc(Br)ccc3OC)C2)CC1 (configuration not stated)	-1	-22%&-19%	-4%	-26%&-5%	-2.8	14%	-8%	-80%&-40%[inhibitor]	-14%
Cc1ccc(C2CC(=O)N3CN(Cc4ccco4)CSC3=C2C#N)cc1 (configuration not stated)	/	0%	-4%	4%	1.9	-1%	27µM*	-27%	5%
COC(=O)c1ccc2c(c1)C(NC(C)=O)CCc1cc(OC)c(OC)c(OC)c1-2 (configuration not stated)	12	-62%	1%	-63%	-0.5	-3%	9%	-3%	5%
CC(C)(C)c1ccc(S(=O)(=O)N2CCCC2C(=O)N2CCOCC2)cc1 (configuration not stated)	0	-15%	2%	-1%	2.1	2%	-13%	i	7%
COc1cc(C(=O)N2CCN(c3ccccc3)CC2)c([N+](=O)[O-])cc1OC	3	7%	0%	-10%	-2.3	5%	2%	-14%	3%
O=C(Nc1ccc(F)c(Cl)c1)c1csc([C@@H]2O[C@H](CO)[C@H](O)[C@H](O)[C@H]2O)n1	-2	19%	9%	5%	-0.6	6%	-1%	i	1%
O=C(O)CSc1nnc(CSc2nc3ccccc3s2)n1-c1ccccc1	-16	3%	-1%	-5%	-1.7	4%	3%	-1%	-18%
C[C@]1(C(=O)NCCN2CCOCC2)C=C[C@@H](Cc2ccccc2)N1C(=O)c1ccccc1	0	19%	-4%	-1%	-0.3	12%	-3%	i	-19%
Cc1[nH]c2ccccc2c1/C=C/C(=O)c1ccncc1	2	?	?	24%	-2.4	2%	4%	-21%	-17%
c1ccc(-c2ccccn2)nc1	2	5%	0%	4%	-0.2	-16%	-5%	21%	18%
CN(C)S(=O)(=O)c1ccc(Cl)c(C(=O)NCC2CCCCC2)c1	0	-21%	10%	-6%	0.2	13%	-5%	i	-15%
CCOC(=O)c1sc(NC(=O)CSc2nncs2)c(C(=O)OCC)c1C	-10	60%[activator]	15%	-11%	10	-7%	6%	-18%	2%
CN(C)c1ccc(P(=O)(OC2CCCCC2)C(O)c2ccncc2)cc1 (configuration not stated)	-1	28%	2%	-4%	-0.4	1%	-13%	i	-2%
CCCCC(C(=O)O)C(C)CC(=O)NNC(=O)c1ccco1 (configuration not stated)	0	-13%[7.66 µM]	3%	0%[7.66 µM]	0.3	7%	-3%	i	1%
O=c1c(-c2ccccc2)nc(-c2ccccc2)cn1O	8	8%	-11%	-3%	-0.2	0%	-4%	-16%[57.5 µM]	0%
CCCCc1ccc(NC(=O)N[C@H](C(=O)O)C(C)C)cc1	11	4%	-18%	-7%	1.9	-8%	-1%	i	14%
CC(=O)c1cnc2c(-c3ccccc3)c(-c3ccccc3)nn2c1C	8	22%	0%	10%	-0.5	-6%	-7%	i	-2%
COc1cc(CN2CCNC(=O)C2CC(=O)N(C)CCN2CCOCC2)cc(OC)c1 (configuration not stated)	15	14%	-2%	12%	1.3	-8%	?	52%	23%
CC(C)(CCC(=S)N1CCOCC1)c1ccccc1	0	?	4%	14%	0.3	6%	-23%	-24%	0%
CC(=O)c1ccc(NC(=S)N2CCC(O)CC2)cc1	1	11%	-2%	-20%	1.3	4%	-3%	i	4%
COc1cc(-n2c(=O)c3ccccc3n(Cc3cc(=O)n4ccccc4n3)c2=O)cc(OC)c1OC	-4	6%	-2%	-12%	-0.5	3%	-5%	-3%	1%
Cc1cc(NC(=O)COC(=O)[C@H](Cc2c[nH]c3ccccc23)NC(=O)c2ccc(F)cc2)no1	3	2%	5%	-4%	-4.1	-7%	-6%	-3%	7%
c1ccc(NN=C(c2ccccc2)c2cccs2)cc1	2	?	2%	10%	-2.4	0%	1%	-19%	7%
O=C(/C=C/c1ccc([N+](=O)[O-])cc1)NCC1CCCO1 (configuration not stated)	2	8%	3%	-5%	-0.7	-2%	-1%	i	14%
CCC1C=C(c2ccccc2)C=CN=C1N(CC)CC (configuration not stated)	-1	?	0%	-16%	-2.4	4%	6%	i	-1%
Cc1cn(S(=O)(=O)c2ccccc2[N+](=O)[O-])cn1	-9	-10%	0%	2%	0.4	?	-25%	?	40%[activator]
CCCN(CC(=O)Nc1ccccc1C)C(=O)CCNC(=O)c1ccccc1Cl	2	?	0%	2%	-4.8	-9%	1%	i	-1%
COC(=O)c1ccc(CSc2nnc(SCc3ccc(C(=O)OC)o3)s2)o1	/	0%	-4%	-26%	-2.9	8%	-21%	22%[57.5 µM]	-4%
COCCNc1nc2c(-c3cccc(C(F)(F)F)c3)nnn2c2ccccc12	-2	12%	-1%	-8%	-3.9	1%	2%	i	-1%
CC(=O)c1cccc(NC(=O)NC(C)C2CCCO2)c1 (configuration not stated)	3	3%	0%	46%[activator]	0.3	4%	-9%	i	3%
COc1c(Cl)cc(Cl)cc1/C=N/NC(=O)c1nnn(-c2nonc2N)c1CN1CCC(C)CC1	11	-13%	6%	-3%	-4.5	17%	-2%	i	1%
CCn1cc(CNC(=O)C2CCC(=O)N(Cc3ccccc3F)C2)cn1 (configuration not stated)	-3	10%	-1%	0%	-1.1	-13%	-10%	i	7%
CCOC(=O)C1=C(C)N(c2ccccc2)C(=O)/C1=C\c1ccco1	-1	12%	6%	3%	-2.3	8%	-3%	i	-13%
COc1ccc(CCNc2oc(COc3ccccc3)nc2C#N)cc1	-2	?	3%	-3%	0.1	5%	-15%	-9%	-22%
O=C(COc1ccc2c3c(c(=O)oc2c1)CCC3)N1CCN(c2ccc(F)cc2)CC1	3	?	8%	-17%	-0.2	12%	-11%	-33%[inhibitor]	-3%
COc1cc2c(cc1OC)C(COc1cccc(C(F)(F)F)c1)NCC2 (configuration not stated)	4	?	3%	-19%	-4.0	-3%	-21%	-6%	1%

Single records, as listed above. Order of values: PI5P4K alpha inh, GLP1R inv ag, GLP1R ag, GLP1R cytotox, IL2 activator, EPAC1 ag, PLK1 PBD inh, PTHR1 ag, EPAC1 antagonist
Cc1cccc(N2CCN(Cc3ccoc3)CC2)c1C is listed with /, -2%, 16%, 3%, -2.2, 8%, 4%, -18%[57.5 µM], -4%
COc1c(Cl)cc(Cl)cc1/C=N/NC(=O)c1nnn(-c2nonc2N)c1CN1CCC(C)CC1 is listed with 11, -13%, 6%, -3%, -4.5, 17%, -2%, i, 1%

Only part of the results is shown; the hit share may differ from the screen's.
